Tb PGK inh: qHTS Assay to Find Inhibitors of Phosphoglycerate Kinase. Phosphoglycerate kinase, glycosomal (Trypanosoma brucei brucei), P07378. PGK/GAPDH coupled, Kinase-Glo luminescence, 60 min. hit rate 0.043% among 380,000. Potency, µM (top dose mostly 57.5 µM), inactives show top-dose activity change, negative = inhibition, actives largely listed as inhibitors. AID 602233, 2012; note: potency is the fitted concentration of half-maximal effect; % is set by controls: 0 for no effect and ±100 for the full control effect; nearly all actives have a fitted effect of over 60% in size
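Luminescent ATP detection (Kinase-Glo Plus) follows a 60-minute room-temperature incubation, with wells lacking PGK as controls. Buffer: 100 mM TEA (pH 7.6), 5 mM MgCl2, 0.01% Tween-20. Coupling enzyme GAPDH (100 nM final) supplies unstable 1,3-BPG in-well.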
G9a inh: qHTS Assay for Inhibitors of Histone Lysine Methyltransferase G9a. Histone-lysine N-methyltransferase EHMT2 (Homo sapiens), Q96KQ7. G9a H3K9 monomethylation, AlphaScreen, 2 h. Potency, µM (titrated, usually from 102 µM), inactives show at the top dose activity, negative = inhibition, usual class: inhibitors. hit rate 8.8% among 350,000. AID 504332, 2011; note: potency is the fitted concentration of half-maximal effect; % is set by controls: 0 for no effect and ±100 for the full control effect; nearly all actives have a fitted effect of over 75% in size
Target sequence (Q96KQ7 913-1193 limits assumed): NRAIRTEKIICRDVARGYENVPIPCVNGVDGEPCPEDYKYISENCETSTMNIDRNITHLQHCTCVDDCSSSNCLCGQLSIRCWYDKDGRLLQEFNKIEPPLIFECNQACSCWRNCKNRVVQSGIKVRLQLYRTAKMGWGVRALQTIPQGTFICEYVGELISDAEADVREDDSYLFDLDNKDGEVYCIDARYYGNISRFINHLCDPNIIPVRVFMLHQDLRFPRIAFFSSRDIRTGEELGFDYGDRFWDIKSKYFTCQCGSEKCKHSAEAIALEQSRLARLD
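Quantitative HTS format: methyltransferase activity on a biotin-tagged H3K9 peptide is measured by AlphaScreen, using a rabbit anti-monomethyl-H3K9 antibody with streptavidin donor and anti-IgG acceptor beads. Final levels are 20 nM enzyme, 500 nM peptide, 20 uM SAM; 2 h RT.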
HP1b chromo inh: HTS for Inhibitors of HP1-beta Chromodomain Interactions with Methylated Histone Tails | Chromobox protein homolog 1 (Homo sapiens), P83916 | AlphaScreen HP1-beta / biotin-H3K9me3 peptide binding | Potency, µM (series often up to 114 µM), for inactives: at the highest dose activity change, negative = inhibition, usual class: inhibitors | hit rate 0.56% among 390,000; note: potency is the fitted concentration of half-maximal effect; nearly all actives have a fitted effect of over 70% in size; inactives centre near 23
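Compound inhibition of the preformed complex between 50 nM HP1-beta and 50 nM biotinylated H3K9me3 peptide was read by AlphaScreen. Buffer was PBS pH 7.4 with 0.01% Tween-20. Incubations ran 30 min at room temperature, with 10 ug/mL donor/acceptor beads.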
POLH inh: qHTS for Inhibitors of Polymerase Eta | recombinant Pol eta, fluorescent DNA replication assay | Potency, µM (highest dose often 114 µM), for the others: at the top dose activity change, negative = inhibition, most hits filed as inhibitors | hit rate 1.2% among 390,000 | AID 588591, 2011; note: potency is the fitted concentration of half-maximal effect; % is set by controls: 0 for no effect and ±100 for the full control effect
Target sequence (Q9Y253 whole entry, looked up): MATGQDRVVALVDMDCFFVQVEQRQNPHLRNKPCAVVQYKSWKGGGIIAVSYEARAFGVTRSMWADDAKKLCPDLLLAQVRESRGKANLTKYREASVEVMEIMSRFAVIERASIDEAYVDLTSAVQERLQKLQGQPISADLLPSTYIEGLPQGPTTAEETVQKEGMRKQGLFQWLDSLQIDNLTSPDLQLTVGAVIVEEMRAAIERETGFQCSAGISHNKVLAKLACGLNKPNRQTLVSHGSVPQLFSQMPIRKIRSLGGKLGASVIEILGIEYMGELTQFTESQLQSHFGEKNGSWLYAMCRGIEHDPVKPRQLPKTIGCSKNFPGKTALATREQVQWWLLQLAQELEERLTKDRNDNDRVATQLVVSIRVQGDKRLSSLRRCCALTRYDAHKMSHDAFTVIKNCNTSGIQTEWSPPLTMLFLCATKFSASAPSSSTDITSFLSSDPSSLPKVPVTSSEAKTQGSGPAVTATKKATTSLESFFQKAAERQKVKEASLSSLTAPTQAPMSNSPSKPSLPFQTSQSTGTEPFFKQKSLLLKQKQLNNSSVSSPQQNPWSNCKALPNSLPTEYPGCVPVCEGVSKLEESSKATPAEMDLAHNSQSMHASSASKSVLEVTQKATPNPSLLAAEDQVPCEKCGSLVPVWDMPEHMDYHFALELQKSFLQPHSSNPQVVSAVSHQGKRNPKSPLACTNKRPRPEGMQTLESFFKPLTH
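Pol eta at 10 nM preincubated with compounds 15 min at room temperature; reaction started with fluorescent substrate (50 nM final) and read kinetically at 0 and 10 min.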
PI4K2A inh: qHTS for small molecular inhibitors of PI4K2A. Phosphatidylinositol 4-kinase type 2-alpha (Homo sapiens), Q9BTU6. purified PI4K2A, ADP-Glo luminescence, 1 h; stronger effect = lower value. activity change, negative = inhibition, % at 76.9 µM. hit rate 0.13% among 420,000; in the data active = activity change below about -50%; inconclusive = mostly about -30% to -49%;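 note: -100% = wells without enzyme as full effect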
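Compounds are screened against recombinant PI4K2A using PI as substrate and ATP, the latter dispensed at 300 microM. Reactions run one hour at ambient temperature before ADP-Glo detection; full inhibition defined by wells lacking enzyme.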
JMJD2A Tudor: qHTS Assay for Inhibitors of JMJD2A-Tudor Domain; hit rate 4.4% among 390,000; AlphaScreen JMJD2A-Tudor / H3K4me3 peptide binding; Lysine-specific demethylase 4A (Homo sapiens), O75164; Potency, µM (doses to about 114 µM), for the others: at the highest dose activity change, negative = inhibition, usual class: inhibitors; note: potency is the fitted concentration of half-maximal effect; % is set by controls: 0 for no effect and ±100 for the full control effect; nearly all actives have a fitted effect of over 50% in size
Pin1 inhibitor: qHTS Assay to Find Inhibitors of Pin1; Peptidyl-prolyl cis-trans isomerase NIMA-interacting 1 (Homo sapiens), Q13526; Pin1 FP peptide displacement, HiFluor488, 10 min; Potency, µM (doses to about 115 µM), inactives show at the top dose activity, negative = inhibition, most hits filed as inhibitors; hit rate 0.009% among 390,000; active = well fitted inhibition curve with a large enough effect in the polarisation, with a control signal flat, not every such curve was filed as active; inconclusive = small, poorly fitted or top-dose-only effect, or effect the other way, or a change in a side signal; inactive = no such curve, though single readings can be large or run the other way; the % refers to the polarisation; note: potency is the fitted concentration of half-maximal effect; % is set by controls: 0 for no effect and ±100 for the full control effect
BAZ2B block: qHTS Assay for Inhibitors of BAZ2B | Bromodomain adjacent to zinc finger domain protein 2B (Homo sapiens), Q9UIF8 | AlphaScreen BAZ2B-H3K14Ac peptide displacement | Potency, µM (top dose mostly 114 µM), without a hit: at the highest dose activity change, negative = inhibition, hits mostly inhibitors | hit rate 4.4% among 360,000; note: potency is the fitted concentration of half-maximal effect; % is set by controls: 0 for no effect and ±100 for the full control effect; nearly all actives have a fitted effect of over 60% in size
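In this displacement format the biotinylated H3(5-23) peptide acetylated at Lys14 serves as ligand at 50 nM, with BAZ2B at 50 nM in PBS pH 7.4 containing 0.01% Tween-20. Donor and acceptor beads are 10 ug/mL final.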
GLS inh: qHTS for Inhibitors of Glutaminase (GLS) | AID 624170, 2012 | GLS enzymatic activity, qHTS titration | Potency, µM (highest dose often 45.5 µM), without a hit: at the top dose activity change, negative = inhibition, hits mostly inhibitors | hit rate 0.21% among 410,000 | Glutaminase kidney isoform, mitochondrial (Homo sapiens), O94925; note: potency is the fitted concentration of half-maximal effect; % is set by controls: 0 for no effect and ±100 for the full control effect
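Coupled fluorescence readout: glutamate oxidase/HRP/Amplex Red detect glutamate formed by hKGA from L-glutamine (1 mM solution added). Buffer 45 mM KH2PO4 pH 8.2, 0.02% Tween-20; reads at t0 and 30 min RT.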
Active calls of the source: *; i = inactive; ? = inconclusive; . = no result given; & = joins results of further samples; [ ] = remark or other dose. Unless noted, calls come from the whole dose curve; as a rule, active = well fitted curve in the direction sought with a large enough effect; inconclusive = small, poorly fitted or top-dose-only effect, or another doubt; inactive = no such curve, though single readings can be large; an effect the other way counts as inactive or inconclusive.

SMILES	Tb PGK inh	G9a inh	HP1b chromo inh	POLH inh	PI4K2A inh	JMJD2A Tudor	Pin1 inhibitor	BAZ2B block	GLS inh
Cc1oc2ncn(CC(C)C)c(=O)c2c1C(=O)NCCCN1CCCCC1C (stereo not drawn)	i	-1%[59 µM]	6%	-3%	-2	-9%	0%	4%[57.1 µM]	-9%
NC(=O)N1CCCC1C(=O)Nc1ccc(Cl)c(Cl)c1 (stereo not drawn)	6%	12%[59 µM]	21%	-2%	6	-1%	1%	-4%	8%
O=S(=O)(/C=C/c1ccccc1)Nc1ccc(N2CCOCC2)cc1	11%	?	0%	-7%	14	-22%	2%	?	53%[activator]
O=C(Nc1cccc(Cl)c1)N1N=CCC1c1ccccc1 (stereo not drawn)	-2%	58%[activator]	31%[activator]	-3%	4	-2%	3%	4%	-9%
Cc1cc(S(=O)(=O)N(Cc2cccs2)Cc2ccccc2F)ccc1-n1cnnn1	4%	10%[59 µM]	23%	-12%	2	-9%	?	12%	-18%
COc1cccc(/C=N\NC(=O)c2cc(OCC(F)(F)F)ccc2OCC(F)(F)F)c1	0%	18%	19%	-16%	7	6%	-2%	-1%	10%
N=C(N)N=Nc1c(O)[nH]c2ccc(Br)cc12	4%	?	14%	-12%	0	-30%	-2%	?	4%
O=C(c1ccccc1Sc1c(Cl)cccc1[N+](=O)[O-])N1CCOCC1	0%	-1%[59 µM]	17%	-15%	-3	-26%	2%	-9%	9%
CCCOc1ccc(/C=N/Nc2ccccc2[N+](=O)[O-])c(OCCC)c1	0%	8.9µM*	22µM*	-14%	-1	14µM*	-4%	2.5µM*	16%
Cc1ccc(NC(=O)c2cc(S(=O)(=O)N3CCOCC3)cs2)cc1	-5%	43%	25%	6%	-3	-15%	-2%	-3%	5%
Cc1cccc(-n2c(O)c(/C=N/NC(=O)c3ccccc3Cl)c3ccccc3c2=O)n1	-2%	?	20%	-1%	0	-17%	?	-5%	6%
COC(=O)c1ccc(-c2csc(NC(=O)c3ccc(S(=O)(=O)N4CCc5ccccc5C4)cc3)n2)cc1	-8%	-7%[59 µM]	16%	-9%	-2	-6%	-1%	-1%	6%
O=C(OCC(O)C(O)C(O)COC(=O)c1ccccc1)c1ccccc1 (stereo not drawn)	-6%	.	21%	-17%	-3	-19%	0%	.	9%
CCn1cc([N+](=O)[O-])c(C(=O)NCc2ccc3c(c2)OCO3)n1	-2%	18%	10%	-20%	-3	0%	-2%	-1%	1%
C=C(C)C1CC=C(C)/C(=N/NC(=O)COc2ccc(C)cc2)C1 (stereo not drawn)	-7%	17%[59 µM]	50%[activator]	-6%	-1	-1%	20%	-2%	-5%
Cc1ccc(-c2nc3cc(NS(=O)(=O)c4ccc(C)cc4)ccc3o2)cc1	-2%	-12%	-2%	-18%	-1	-28%	-6%	-24%	-12%
CCn1nc(C)c(CCN(C)C(=O)Nc2cc(OC)c(OC)c(OC)c2)c1C	-6%	10%[59 µM]	-10%	-12%	3	-13%	1%	-5%	-6%
NC(=O)c1ccccc1NC(=O)COC(=O)C1(c2ccccc2)CC1	-4%	?	17%	-6%	7	-10%	-11%	9%	10%
CCN1C(=O)[C@H]2[C@@H](c3ccc(-c4ccc(Cl)c(Cl)c4)c(OC)c3)N[C@@](C)(C(=O)OC)[C@H]2C1=O	-11%	-15%[2.33 µM]	66%[activator]	-12%	4	-27%	-7%	-6%	-1%
CC1CCCC(C)N1CC(O)COCC1COc2ccccc2O1 (stereo not drawn)	7%	14%	40%[activator]	-12%	9	-6%	3%	-18%[57.1 µM]	13%
O=C(NCc1cccnc1)C1CCN(S(=O)(=O)c2cc([N+](=O)[O-])ccc2Cl)CC1	0%	.	18%	-6%	-2	-5%	2%	.	0%
Cc1cccc(S(=O)(=O)N(C)C[C@@H]2OCc3cnnn3CCCC(=O)N([C@H](C)CO)C[C@H]2C)c1	-1%	.	.	-11%	-5	.	.	.	-2%
O=C(Nc1ccc(-c2n[nH]c(=S)o2)cc1)c1ccccc1Cl	-10%	1.8µM*	17%	-6%	-2	-15%	-8%	-4%	5%
O=C(N/N=C/C1CCCCC1)c1ccccn1	-2%	52%[activator][12.7 µM]	73%[activator]	-5%	0	-17%	-11%	?	0%
CC(=O)N1CCN(S(=O)(=O)c2cccc(C(=O)N(Cc3ccccc3)c3ccc(C)cc3)c2)CC1	i	-2%[2.33 µM]	13%	-25%	-6	-17%	-2%	-21%	-16%
CCCCCC(=O)NC(=S)NNC(=O)c1ccc([N+](=O)[O-])cc1	-1%	8.9µM*	?	-26%	-2	28µM*	-3%	5%	57%[activator]
FC(F)(F)c1cc(-c2cccs2)nc(-n2cc(Cl)cn2)n1	-5%	32%[59 µM]	12%	0%	5	-8%	0%	-3%	5%
COc1ccc(NC(=O)CCS(=O)(=O)c2cc3c4c(c2)CCN4C(=O)CC3)c(OC)c1	-1%	?	4%	-4%	0	-16%	-8%	-30%	7%
CCOC(=O)Cn1nc(/C=C/c2ccc(C(C)C)cc2)ccc1=O	-3%	22%	65%[activator]	-22%	-9	23%	?	29%	5%
N#Cc1ccc(N2CCN(C(=O)c3cccs3)CC2)c(F)c1	-8%	1%	22%	-15%	-12	-17%	-8%	-2%	3%
CCOC(=O)C1(Cc2ccccc2)CCCN(CCO)C1 (stereo not drawn)	-1%	-12%[0.501 µM]	23%	-21%	3	-5%	0%	-1%	6%
CCCc1nnc(SCc2ccc(OCC)cc2)n1N	-5%	-50%	23%	-18%	3	-11%	-4%	8%	4%
Cc1cc(NCCCN2CCOCC2)n2ncc(-c3ccc(Cl)cc3)c2n1	-5%	12%	64%[activator]	-16%	2	10%	9%	-3%	2%
COc1ccc(C(=O)Nc2cc(=O)n(C)c(=O)n2C)cc1	i	-28%	15%	-9%	3	-10%	-6%	.	-10%
CC(OC(=O)c1cccc(-n2cnnn2)c1)C(=O)Nc1cccc(Cl)c1 (stereo not drawn)	7%	?	19%	-13%	-1	-9%	-9%	1%	7%
CCN(C[C@H]1N[C@@](CC)(C(=O)OC)[C@H]2C(=O)N(Cc3ccccc3)C(=O)[C@@H]12)S(=O)(=O)c1ccc(OC(F)(F)F)cc1	i	.	76%[activator]	-19%	0	-8%	1%	.	-2%
CCOc1ccccc1N1CCN(C(=O)[C@@H]2CCCN2C2=NS(=O)(=O)c3ccccc32)CC1	1%	43%[activator][12.7 µM]	26%	0%	3	-22%	-1%	15%	1%
O=C(NCCN1CCCC1)c1ccc(Cl)cc1	.	?	68%[activator]	-1%	-3	6%	-2%	-13%	7%
COc1ccc(C(O)C(CN2CCOCC2)c2ccccc2)cc1F (stereo not drawn)	i	?	30%[activator]	3%	-6	-17%	-1%	22%	-12%
CCOc1ccc(CNC(=O)CCS(=O)(=O)Cc2cccc(Cl)c2)cc1OC	0%	22%[59 µM]	26%	-25%	-3	-15%	-2%	-11%	0%

Two compounds from above, showing only Tb PGK inh, PI4K2A inh and GLS inh:
molecule	Tb PGK inh	PI4K2A inh	GLS inh
N#Cc1ccc(N2CCN(C(=O)c3cccs3)CC2)c(F)c1	-8%	-12	3%
CCOC(=O)C1(Cc2ccccc2)CCCN(CCO)C1 (stereo not drawn)	-1%	3	6%

Next section.
SMILES	Tb PGK inh	G9a inh	HP1b chromo inh	POLH inh	PI4K2A inh	JMJD2A Tudor	Pin1 inhibitor	BAZ2B block	GLS inh
O=C(NN1C(=O)c2ccccc2NC1c1ccccn1)c1ccc(Br)cc1 (stereo not drawn)	-10%	78%[activator][59 µM]	44%[activator]	5%	-3	-15%[57.1 µM]	-1%	-7%	11%
Cc1cccc(C)c1OCc1cc(C(=O)N2CCC[C@H]2C(N)=O)no1	7%	24%	4%	-3%	4	-15%	6%	-1%	7%
CNc1ccc(C(=O)OCC(=O)Nc2ccnn2C(C)C)cc1[N+](=O)[O-]	-3%	18%[12.7 µM]	17%	-4%	0	-19%	-1%	13%	4%
CCOC(=O)CSc1nc2cc3c(cc2cc1C)OCO3	-2%	4%	42%[activator][57 µM]	-17%	6	25%[57.1 µM]	2%&2%	-10%	7%
COc1ccc(CCNC(=O)CCC(=O)Nc2ccc3nc(N4CCN(C)CC4)cc(C)c3c2)cc1OC	-5%	-2%[59 µM]	-21%[57 µM]	-18%	0	79µM*	0%	-20%	-1%
COc1cc(SC)ccc1C(=O)Nc1ncc(C)s1	-6%	16%[59 µM]	-7%	-5%	-4	-9%	-7%	-22%	4%
O=C(c1cccc(S(=O)(=O)NCc2ccc3c(c2)OCO3)c1)N1CCCC1	-9%	-7%[12.7 µM]	38%[activator]	-7%	-3	3%	2%	-3%	-1%
COc1ccccc1NC(=O)C1=C(C)Nc2ncnn2C1c1sccc1C (stereo not drawn)	9%	-2%[59 µM]	24%[57 µM]	-7%	-5	1%	-11%	1%	17%
CCCn1c(N)c(C(=O)CN(C)CC(=O)Nc2c(C)cc(C)cc2C)c(=O)[nH]c1=O	-3%	-36%	33%	-9%	-1	-12%	0%	6%	1%
CC1(C(=O)NCc2ccc(Cl)c(Cl)c2)Oc2ccccc2NC1=O (stereo not drawn)	8%	2%	19%	-9%	3	-8%	-7%	-11%	-3%

Assay outcomes (PubChem)

These rows are one share of the data; count on the stated rates, not on these rows.
